GLA spleen mod: qHTS Assay for Inhibitors and Activators of Human alpha-Galactosidase From Spleen Homogenate | Potency, µM (doses to about 80 µM), inactives show at the highest dose activity change, negative = inhibition, most hits filed as inhibitors | human spleen homogenate, 4MU-alpha-Gal fluorescence, 40 min | AID 2107, 2009 | Alpha-galactosidase A (Homo sapiens), P06280 | 240,000 compounds, 0.008% hits;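 further: potency means the concentration at half of the fitted maximal effect; 0% = enzyme with vehicle and -100% = no enzyme basal signal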
Target sequence (P06280 32-429 limits assumed): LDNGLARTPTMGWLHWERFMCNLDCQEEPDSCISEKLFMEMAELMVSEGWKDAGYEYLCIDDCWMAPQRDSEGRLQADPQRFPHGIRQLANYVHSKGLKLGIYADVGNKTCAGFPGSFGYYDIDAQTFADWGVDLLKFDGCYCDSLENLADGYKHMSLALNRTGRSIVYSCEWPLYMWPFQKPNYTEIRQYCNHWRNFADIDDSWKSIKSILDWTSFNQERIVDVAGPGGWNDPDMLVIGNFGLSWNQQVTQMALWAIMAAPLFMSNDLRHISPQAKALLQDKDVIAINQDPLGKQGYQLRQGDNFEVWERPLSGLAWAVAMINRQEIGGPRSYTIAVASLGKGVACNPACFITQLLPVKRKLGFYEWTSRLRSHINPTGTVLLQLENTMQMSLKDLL
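Inhibition or activation of alpha-galactosidase in human spleen homogenate is scored by 4-MU fluorescence after 40 min at 37C, pH 5.0, with 1 mM substrate. AC50s come from concentration-response fitted to the Hill equation.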
Tau FP inhib: qHTS for Inhibitors of Tau Fibril Formation, Fluorescence Polarization. Microtubule-associated protein tau (Homo sapiens), P10636. K18 P301L tau heparin fibrillization, Alexa594 FP, 6 h. Potency, µM (doses to about 57.7 µM), inactives show at the highest dose activity, negative = inhibition, usual class: inhibitors. 280,000 compounds, 0.39% hits. AID 1468, 2008; further: potency means the concentration at half of the fitted maximal effect; on the % scale 0 is the no-effect control and ±100 the full control effect; nearly all actives have a fitted effect of over 55% in size
Target sequence (P10636 561-689 P618L limits assumed): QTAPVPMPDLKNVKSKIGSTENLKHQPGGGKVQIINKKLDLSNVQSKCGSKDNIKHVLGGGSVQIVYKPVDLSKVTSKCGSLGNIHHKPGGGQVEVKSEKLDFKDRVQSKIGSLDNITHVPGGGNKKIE
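Steps: dispense K18 P301L tau (15 uM plus 0.24 uM Alexa 594 tracer, final) in pH 7 sodium acetate; add compound; add heparin (20 uM final); incubate 6 hr, 37 C; add ThT (30 uM final); after 1 hr ambient, read FP.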
CBFb-RUNX1 inh: qHTS Assay for Compounds Blocking the Interaction Between CBF-beta and RUNX1 for the Treatment of Acute Myeloid Leukemia; 230,000 tested, under 10 active; Potency, µM (highest dose often 59.8 µM), inactives show at the top dose activity, negative = inhibition, actives largely listed as inhibitors; AlphaScreen CBFb-His/RUNX1-biotin binding, biochemical; AID 1477, 2009; further: % of control where 0% means no effect
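Bead-based AlphaScreen assay; binding partners His-tagged CBF-beta and biotinylated RUNX1 at 30 nM each. Compound exposure 15 min after a 20-min protein preincubation; bead step 90 min; all steps at room temperature.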
NPSR antag: qHTS Assay for Antagonists of the Neuropeptide S Receptor: cAMP Signal Transduction; 220,000 compounds, 1% hits; Q6W5P4; Potency, µM (top dose mostly 38.3 µM), inactives show at the highest dose activity change, negative = inhibition, actives largely listed as inhibitors; AID 1461, 2008; CHO-NPSR cells, cAMP TR-FRET, antagonist mode; further: potency means the concentration at half of the fitted maximal effect; on the % scale 0 is the no-effect control and ±100 the full control effect; nearly all actives have a fitted effect of over 50% in size; many of its hits are not listed in these tables
Target sequence (Q6W5P4 whole entry, looked up): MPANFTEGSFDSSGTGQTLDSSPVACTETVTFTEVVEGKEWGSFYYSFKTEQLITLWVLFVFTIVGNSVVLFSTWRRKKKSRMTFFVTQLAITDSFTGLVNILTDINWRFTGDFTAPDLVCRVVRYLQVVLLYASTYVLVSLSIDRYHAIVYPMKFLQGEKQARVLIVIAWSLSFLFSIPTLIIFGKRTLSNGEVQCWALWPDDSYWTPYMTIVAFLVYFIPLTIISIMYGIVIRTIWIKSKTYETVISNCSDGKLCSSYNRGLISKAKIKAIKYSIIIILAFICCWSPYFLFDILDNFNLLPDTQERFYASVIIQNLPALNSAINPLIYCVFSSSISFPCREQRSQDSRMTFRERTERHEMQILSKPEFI
TRb-SRC2 inh: qHTS for Inhibitors of the Interaction of Thyroid Hormone Receptor and Steroid Receptor Coregulator 2; Thyroid hormone receptor beta (Homo sapiens), P10828; TRbeta-SRC2 peptide binding, fluorescence polarization; receptor liganded with 1 µM T3; Potency, µM (doses to about 106 µM), for the others: at the top dose activity change, negative = inhibition, actives largely listed as inhibitors; 280,000 compounds, 0.065% hits;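 further: potency means the concentration at half of the fitted maximal effect; plate controls were bound peptide for no effect and peptide without receptor for full effect; nearly all actives have a fitted effect of over 50% in size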
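Compounds were added to 0.6 uM TRb ligand-binding domain and 20 nM Texas Red-labeled SRC2 peptide in Tris buffer containing 1 uM T3, incubated 5 hr at ambient temperature, then read by fluorescence polarization.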
TexasRed fluor: Total Fluorescence Counterscreen for Inhibitors of the Interaction of Thyroid Hormone Receptor and Steroid Receptor Coregulator 2; TRb/SRC2 Texas Red total fluorescence interference; Potency, µM (doses to about 106 µM), inactives show top-dose fluorescence change, negative = quenching; 280,000 compounds, 0.29% hits; AID 1479, 2009; active means well fitted curve in either direction with a large enough effect; inconclusive means small, poorly fitted or top-dose-only effect; further: potency means the concentration at half of the fitted maximal effect; on the % scale 0 is the no-effect control and ±100 the full control effect
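Human TRβ ligand-binding domain (0.6 uM) and Texas Red SRC2 peptide (20 nM) in Tris buffer with 1 uM T3 and 5% DMSO were incubated with pinned compound for 5 hr at ambient temperature. Total fluorescence was computed as S + 2P (555/632 nm).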
Epigenetic derep: Quantitative High-Throughput Screen for Regulators of Epigenetic Control; murine LDR cells, GFP reporter derepression, 30 h; Potency, µM (doses to about 53.9 µM), for the others: top-dose GFP activation, usual class: activators; 280,000 compounds, 0.2% hits; AID 1865, 2009; further: potency means the concentration at half of the fitted maximal effect; % of control where 0% means no effect; nearly all actives have a fitted effect of over 60% in size
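Derepression of a silenced CMV-GFP reporter in murine LDR cells is scored by enumerating GFP-positive cells with a laser-scanning microplate cytometer after 30 hours of treatment at 37 C.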
Tau fluor counter: Counterscreen qHTS for Inhibitors of Tau Fibril Formation, Fluorescence Polarization | tau K18 P301L Alexa594 fluorescence, heparin fibrillization | Potency, µM (highest dose often 57.7 µM), for inactives: at the top dose activity change, negative = decrease | 280,000 compounds, 0.93% hits; further: potency means the concentration at half of the fitted maximal effect; on the % scale 0 is the no-effect control and ±100 the full control effect; nearly all actives have a fitted effect of over 55% in size
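Human tau K18 P301L (15 uM unlabeled, 0.24 uM Alexa 594-labeled) in 100 mM sodium acetate pH 7 with 20 uM heparin, 6 hr at 37 C. ThT 30 uM added, 1 hr ambient; Alexa 594 FP and total fluorescence read at 555/632 nm.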
The depositor's hits bear a star; ? = inconclusive; . = no result given; & = joins results of further samples; [ ] = dose if it differs, or a comment. Unless noted, the call rests on the fitted dose curve; in most records, active means well fitted curve in the direction sought with a large enough effect; inconclusive means small, poorly fitted or top-dose-only effect, or another doubt; inactive means no such curve, though single readings can be large; an effect the other way counts as inactive or inconclusive. Not all compounds are listed (hit frequency here may not be typical).

SMILES	GLA spleen mod	Tau FP inhib	CBFb-RUNX1 inh	NPSR antag	TRb-SRC2 inh	TexasRed fluor	Epigenetic derep	Tau fluor counter
CN(c1ncnc2c1c(-c1ccccc1)cn2-c1ccc(F)cc1)C1CCCCC1	.	4%	.	.	0%	-3%	-0.7%	0%
COc1ccc(C(=O)c2ccccc2)c(OCC(=O)N(C)C)c1	9%	-3%	7%	-1%	3%	-1%	-2.8%	2%
COc1ccc(CNCCSc2nnnn2C)cc1OC	1%	-14%	17%	-12%[46.1 µM]	-17%	2%	0.9%	-12%
CCCCNC(=O)C1CC(c2ccc(C(F)(F)F)cc2)=NO1 (stereo unspecified)	6%	0%	10%	19%	-2%	2%	5.1%	-17%
Cc1ccc(S(=O)(=O)CCC(=O)OCC(=O)N2CC(=O)Nc3ccccc32)cc1	12%	-20%	-12%	-8%[46.1 µM]	4%	-3%	-1.2%	-15%
COC(=O)[C@@]1(Cc2ccc(OC)cc2)[C@H]2c3cc(C(=O)N4CCCC4)n(CCSCCO)c3C[C@H]2CN1C(=O)c1ccccc1	7%&1%	8%&3%	-6%[2.36 µM]	-22%	-6%&2%	-1%&-2%	1.2%&0.2%	13%&0%
Cn1c(C(=O)Nc2cccc(Cl)c2)cc2c(=O)n(C)c3ccccc3c21	.	-11%	.	.	-4%	-2%	4.4%	-12%
COc1cccc(C(=O)Nc2sc(C(C)C)cc2C(N)=O)c1OC	-1%	-2%	22%	-40%	6%	-4%	0.0%	?
Cc1cccc(C)c1NC(=O)CSc1nnc(C)n1CC1CCCO1 (stereo unspecified)	8%	11%	5%	14%	8%	-1%	0.9%	11%
COC(=O)CN1C(=O)S/C(=C/c2ccc(N3CCCCC3)o2)C1=O	-15%	?	-21%	?	-8%	19%	?	-24%
COc1ccccc1C(=O)Nc1ccc(OCc2nnc3c4ccccc4c(C)nn23)cc1	1%	1%	-8%	3%	-10%	2%	0.9%	3%
COc1cnc(SCCC(F)=C(F)F)[nH]c1=O	-5%	5%	7%	2%	2%	-4%	1.1%	-5%
CN(C)S(=O)(=O)c1ccc(N2CCOCC2)nc1	3%	5%	0%	-2%[46.1 µM]	-8%	0%	-3.0%	0%
C=CCn1c(SCC(=O)Nc2sccc2C#N)nc2sc(C)c(C)c2c1=O	-4%	-2%	2%	11%[46.1 µM]	-4%	-4%	-0.7%	5%
CCCC(=O)Nc1ccccc1-c1nnn(CC(=O)Nc2ccc(OCC)cc2)n1	-6%	5%	11%	-14%[46.1 µM]	-11%	-11%	1.2%	-4%
Cn1cc([N+](=O)[O-])c(C(=O)N/N=C/c2ccc3c(c2)OCO3)n1	7%	9%	-4%	4%	0%	-1%	-1.9%	-7%
COC(=O)[C@@H]1C[C@@]2(O)[C@H](O)[C@H](O)[C@H](O)C[C@H]2N1CC1CCCCC1	2%	1%	13%	.	14%	-4%	-0.6%	-2%
COc1ccc(-c2nc3cc(C)ccn3c2NC(=O)c2cccc(F)c2)cc1	.	7%	.	.	-3%	1%	4.5%	-21%
O=C(OCCN1CCCCC1)c1c[nH]c2ccccc12	27%&9%&0%&-10%	5%&-4%&0%	-4%	-1%[46.1 µM]	-5%&-12%&3%&6%	-4%&-1%&-3%&-1%	-0.2%&7.4%&0.5%	0%&-1%&-8%
CCN1C(=O)C(=O)N(CC(=O)Nc2ccccc2Oc2ccccc2)C1=O	-7%	-9%	15%	-21%	4%	-1%	4.8%	-8%
COc1cc(C2C(C#N)=C(N)Oc3n[nH]c(-c4cccs4)c32)cc(OC)c1O (stereo unspecified)	8%	-2%	-2%	5%	3%	-4%	0.0%	-27%
CCOc1ccc(N(CC(=O)O)S(=O)(=O)c2ccc(F)cc2)cc1	35%	2%	-2%	4%[46.1 µM]	-2%	2%	-1.6%	-4%
O=C(O)c1ccc2c(c1)C(=O)N([C@H](Cc1ccc(Cl)cc1)C(=O)O)C2=O	-1%	.	4%	.	-8%	-2%	.	.
O=C(Nc1ccccc1)NC1CCCc2ccccc21 (stereo unspecified)	-18%	-8%	13%	-5%	-2%	1%	-2.3%	-9%
Cc1cccc(N2CCN(C(=O)c3ccc4c(Cl)c5c(nc4c3)CCCC5)CC2)c1C	.	-5%	.	.	2%	-1%	-1.1%	-15%
COc1cc(Br)c(CC2c3cc(OC)c(OC)cc3CCN2C)cc1OC (stereo unspecified)	-3%	.	5%	.	9%	-4%	.	.
O=S(=O)(Nc1ccc(-c2nc3cccnc3s2)cc1)c1ccccc1F	?	-11%	-6%	-29%	1%	-7%	-5.2%	-17%
Cc1ccccc1Nc1nc(Nc2ccccc2C)nc(SC2=NCCS2)n1	3%	-15%	?	?	0%	-5%	0.0%	-26%
O=C(NCc1ccccc1Cl)c1cc(=O)[nH]c2ccc(S(=O)(=O)N3CCCCC3)cc12	.	-14%	.	.	3%	0%	8.0%	-1%
Cc1ccc(S(=O)(=O)NCC(=O)OC(C)C(=O)Nc2ncc(Cl)cc2Cl)cc1 (stereo unspecified)	-5%	6%	3%	-7%[46.1 µM]	-13%	-2%	-1.6%	2%
Cc1ccc(C)n1-c1sc2c(c1C#N)CCCC2	-1%	0%	-10%	?	-8%	2%	0.0%	-8%
CCN(CC)CCSc1nc(O)c(-c2ccccc2)c(=O)[nH]1	-2%	-4%	1%	-8%[46.1 µM]	-1%	1%	-1.1%	-5%
Cc1cccc(N(C)S(=O)(=O)c2ccc3c(c2)CCC(=O)N3)c1	-7%	-3%	11%	-10%[46.1 µM]	7%	2%	0.0%	-7%
CCOc1ccc(N(CC)C(=O)Cn2cnc3sc(C)c(S(=O)(=O)N4CCN(c5ncccn5)CC4)c3c2=O)cc1	.	5%	.	.	-11%	?	-0.7%	-19%
Cc1ccc(Cn2nnc3c(=O)n(CC(=O)NCc4ccccc4)cnc32)cc1	0%	-5%	5%	-6%	6%	0%	-5.5%	1%
CCC1=Nc2ccccc2NC2=C1C(=O)CCC2	5%	?	?	-10%[46.1 µM]	-26%	4%	-1.9%	?
O=C(NCc1cccnc1)c1ccc(Cn2cc(C(F)(F)F)ccc2=O)cc1	8%	-3%	-1%	-4%	6%	-3%	7.9%	0%
CCN1CCCC1CNc1ncnc2c1[nH]c1ccc(Cl)cc12 (stereo unspecified)	9%	4%	1%	-1%[46.1 µM]	2%	0%	-3.7%	-29%
CC1CCn2c(nc3cc(C(=O)NCc4ccc(OC(C)C)cc4)ccc32)C1 (stereo unspecified)	.	-3%	.	.	0%	-2%	2.4%	3%
CCCCCCN1C=CC(=C2C(=O)c3ccccc3C2=O)C=C1	-5%	7%	1%	7%	-2%[53 µM]	0%[53 µM]	1.2%	2%
C=C(C)Cn1c(C)cc(C)c(S(=O)(=O)c2ccccc2C)c1=O	7%	2%	20%	-25%[46.1 µM]	8%	0%	0.8%	-16%
COC(=O)c1cc2sc(Cl)cc2n1Cc1nc(-c2ccccc2C)oc1C	.	9%	.	.	-10%	?	0.0%	3%
CC(=O)C1C(=O)CC(c2ccc(Cl)cc2)CC1=O (stereo unspecified)	-4%	2%	5%	12%	-3%	-1%	0.1%	-7%
O=C(CSc1ccc2c(c1)OCCO2)Nc1cccnc1	-4%	12%	8%	1%	1%	-4%	-1.6%	4%
O=C(NCCNc1ccc([N+](=O)[O-])cc1)c1cccc2c(Br)cccc12	2%	?	-2%	-20%	0%	-1%	-1.0%	-28%
O=C(CN1CCN(S(=O)(=O)c2ccc(F)cc2)CC1)Nc1ccc2c(c1)OCCO2	4%	-4%	5%	-21%[46.1 µM]	2%	2%	0.9%	-6%
COc1ccccc1/C=N/NC(=O)c1ccccc1NS(=O)(=O)c1ccc(C)cc1	3%	-5%	-3%	6%	7%	1%	-1.6%	?

Some of the entries above in another layout:
| Structure | GLA spleen mod | Tau FP inhib | CBFb-RUNX1 inh | NPSR antag | TRb-SRC2 inh | TexasRed fluor | Epigenetic derep | Tau fluor counter |
| --- | --- | --- | --- | --- | --- | --- | --- | --- |
| CC1CCn2c(nc3cc(C(=O)NCc4ccc(OC(C)C)cc4)ccc32)C1 (stereo unspecified) | . | -3% | . | . | 0% | -2% | 2.4% | 3% |
| CCCCCCN1C=CC(=C2C(=O)c3ccccc3C2=O)C=C1 | -5% | 7% | 1% | 7% | -2%[53 µM] | 0%[53 µM] | 1.2% | 2% |
| C=C(C)Cn1c(C)cc(C)c(S(=O)(=O)c2ccccc2C)c1=O | 7% | 2% | 20% | -25%[46.1 µM] | 8% | 0% | 0.8% | -16% |
| COC(=O)c1cc2sc(Cl)cc2n1Cc1nc(-c2ccccc2C)oc1C | . | 9% | . | . | -10% | ? | 0.0% | 3% |
| CC(=O)C1C(=O)CC(c2ccc(Cl)cc2)CC1=O (stereo unspecified) | -4% | 2% | 5% | 12% | -3% | -1% | 0.1% | -7% |
| O=C(CSc1ccc2c(c1)OCCO2)Nc1cccnc1 | -4% | 12% | 8% | 1% | 1% | -4% | -1.6% | 4% |
| O=C(NCCNc1ccc([N+](=O)[O-])cc1)c1cccc2c(Br)cccc12 | 2% | ? | -2% | -20% | 0% | -1% | -1.0% | -28% |
| O=C(CN1CCN(S(=O)(=O)c2ccc(F)cc2)CC1)Nc1ccc2c(c1)OCCO2 | 4% | -4% | 5% | -21%[46.1 µM] | 2% | 2% | 0.9% | -6% |
| COc1ccccc1/C=N/NC(=O)c1ccccc1NS(=O)(=O)c1ccc(C)cc1 | 3% | -5% | -3% | 6% | 7% | 1% | -1.6% | ? |
